Bim-Bfl-1 = inhibitors of Bim-Bfl-1 interaction, human. AID 1008. 0.12% of 190,000 active. inhibition, % at 10 µM. Q16548. Bead-based flow cytometry, Bim-Bfl-1 binding inhibition;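 also: 0% = wells without compound plus tracer and 100% = blocker peptide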
RGS8-Gao = modulates binding of RGS8 to human Galphao | multiplexed bead flow cytometry; actives lie on both sides | response (percent of control binding), % at 10 µM | 0.34% of 220,000 active | P09471; in the data active = response below about 60% or above about 140%; inactive = in between;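 also: Galphao activated as the GDP aluminium fluoride complex binding bead-coupled RGS8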
Bcl-XL Bim block = disrupts Bim peptide binding to human Bcl-XL; 0.04% of 190,000 active; inhibition, % at 10 µM; bead flow cytometry, fluorescence
Target sequence (Q07817 whole entry, looked up): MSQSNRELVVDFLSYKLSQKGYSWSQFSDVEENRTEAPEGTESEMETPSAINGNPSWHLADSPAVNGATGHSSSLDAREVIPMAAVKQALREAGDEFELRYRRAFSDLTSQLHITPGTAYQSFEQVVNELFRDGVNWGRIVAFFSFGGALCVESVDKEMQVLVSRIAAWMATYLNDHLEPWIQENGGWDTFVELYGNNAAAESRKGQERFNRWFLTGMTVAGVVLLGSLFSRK
Bim-Bcl-2 = inhibitors of Bim-Bcl-2 interaction, human; 0.06% of 190,000 active; Bead-based flow cytometry, Bim peptide-Bcl-2 binding; inhibition, % at 10 µM; AID 950; in the data active = inhibition above about 40%; inconclusive = no clear call, values can overlap the other calls;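 also: 0% = no compound wells with probe peptide and 100% = reference peptide inhibitor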
Target sequence (P10415 whole entry, looked up): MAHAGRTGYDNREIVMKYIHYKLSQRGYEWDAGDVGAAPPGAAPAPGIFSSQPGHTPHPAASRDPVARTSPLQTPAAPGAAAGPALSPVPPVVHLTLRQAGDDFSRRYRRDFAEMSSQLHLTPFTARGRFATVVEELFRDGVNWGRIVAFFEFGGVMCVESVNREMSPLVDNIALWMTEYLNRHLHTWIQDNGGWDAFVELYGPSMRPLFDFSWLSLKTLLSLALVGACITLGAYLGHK
RGS4-Gao reg = modulates binding of RGS4 to human Galphao | P09471 | binding response (% of control), % at 10 µM | Multiplexed bead flow cytometry; actives lie on both sides | 0.33% of 220,000 active; in the data active = binding response below about 49% or above about 150%; inactive = in between;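 also: fluorescent Galphao activated with aluminum fluoride binding bead-coupled RGS4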
ABCB1 inh = inhibitors of human ABCB1 transporter, ABCG2 counter-screen; P08183; CCRF-Adr cells, JC-1 efflux, flow cytometry; inhibition, % at 6.6 µM; 0.067% of 190,000 active; AID 1326; in the data active = inhibition above about 40%;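 also: 0% = vehicle and 100% = reference inhibitor; higher value means more JC-1 retained so stronger ABCB1 efflux block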
RGS7-Gao = modulates binding of RGS7 to human Galphao; AID 1439; 0.35% of 220,000 active; Multiplexed bead flow cytometry; actives lie on both sides; P09471; binding response (% of control), % at 10 µM; in the data active = binding response below about 49% or above about 150%; inconclusive = no clear call, values can overlap the other calls; inactive = in between;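 also: fluorescent Galphao held in activated GDP-AlF4 state binding bead-coupled RGS7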
ABCG2 block = inhibitors of human ABCG2 transporter, ABCB1 counter-screen | Q9UNQ0 | IgMXP3 cells, JC-1 efflux, flow cytometry | inhibition, % at 6.6 µM | 0.1% of 190,000 active | AID 1325;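 active = inhibition above 80%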;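 also: 0% = DMSO and 100% = nicardipine control wells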
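Read-out basis: Efflux inhibition in percent versus controls | Test system: ABCG2 IgMXP3 and barcoded ABCB1 CCRF-Adr cell mix | Quantity: 3 million cells/mL in well | Schedule: 10 min at 25 °C | Control set: Nicardipine as high control, DMSO as low control | Reagent: JC-1 as fluorescent efflux pump substrate | Signal: Flow cytometry of retained JC-1 fluorescence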
Bim-Bcl-B = disrupts Bim peptide binding to human Bcl-B; 0.073% of 190,000 active; bead-based flow cytometry; inhibition, % at 10 µM; Q9HD36;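 also: 0% = tracer peptide without compound and 100% = reference inhibitor peptide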
Target sequence (Q9HD36 whole entry, looked up): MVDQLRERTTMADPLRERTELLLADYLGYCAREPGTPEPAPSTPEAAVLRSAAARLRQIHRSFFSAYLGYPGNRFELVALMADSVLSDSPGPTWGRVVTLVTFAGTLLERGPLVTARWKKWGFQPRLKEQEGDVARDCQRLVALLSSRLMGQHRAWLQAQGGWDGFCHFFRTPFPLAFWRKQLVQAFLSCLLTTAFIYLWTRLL
Bim-Mcl-1 = inhibitors of Bim-Mcl-1 interaction, human; Q07820; Bead-based flow cytometry, Bim peptide-Mcl-1 binding; inhibition, % at 10 µM; 0.1% of 190,000 active; AID 1009;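 also: 0% = no compound tracer wells and 100% = peptide blocker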
Target sequence (Q07820 whole entry, looked up): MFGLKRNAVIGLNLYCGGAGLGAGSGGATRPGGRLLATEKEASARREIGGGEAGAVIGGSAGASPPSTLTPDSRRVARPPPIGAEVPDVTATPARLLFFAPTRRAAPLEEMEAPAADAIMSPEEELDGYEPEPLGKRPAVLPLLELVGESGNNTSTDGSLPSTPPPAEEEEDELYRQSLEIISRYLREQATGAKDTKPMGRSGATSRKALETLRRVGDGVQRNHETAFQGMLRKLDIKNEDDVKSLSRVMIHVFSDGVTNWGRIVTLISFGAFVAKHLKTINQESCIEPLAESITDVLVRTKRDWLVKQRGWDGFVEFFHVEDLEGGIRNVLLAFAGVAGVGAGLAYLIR
Bcl-W Bim block = disrupts Bim peptide binding to human Bcl-W. bead-based flow cytometry. inhibition, % at 10 µM. 0.02% of 190,000 active;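 also: 0% = bound tracer without compound and 100% = peptide blocker; higher means less fluorescent Bim peptide bound to Bcl-W beads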
* marks the source's active call; other numbers are inactive results; ? = inconclusive. Rule as the data show it, unless noted: active = inhibition above about 40%.

SMILES	Bim-Bfl-1	RGS8-Gao	Bcl-XL Bim block	Bim-Bcl-2	RGS4-Gao reg	ABCB1 inh	RGS7-Gao	ABCG2 block	Bim-Bcl-B	Bim-Mcl-1	Bcl-W Bim block
O=C(Nc1ncccn1)C1CCCN1S(=O)(=O)c1ccc(Cl)c(Cl)c1 (stereo not drawn)	-7.0	105.2	-3.0	-2.0	108.7	0.5	100.5	2.6	-4.0	0.0	5.0
Cc1sc(NC(=O)Cn2[nH]c(=O)c3ccccc3c2=O)nc1-c1ccccc1	0.0	85.0	-4.0	0.0	94.5	0.2	91.8	-4.3	-3.0	0.0	-1.0
Cc1cc(C)c(C)c(S(=O)(=O)ON2C(=O)c3ccccc3C2=O)c1C	27.0	93.3	-4.0	-6.0	89.9	-0.3	90.8	-0.7	-11.0	-2.0	-3.0
CC(C)Oc1ccc(Cc2cnc(=S)[nH]c2N)cc1	4.0	96.9	-7.0	-4.0	94.2	1.4	?	6.1	-39.0	-4.0	-3.0
Cn1c(N2CCOCC2)cc(=O)n(C)c1=O	-3.0	100.5	1.0	3.0	101.1	2.1	98.2	14.5	-3.0	0.0	0.0
CCc1cc2c(=O)c(-c3nc4ccccc4n3C)c(C)oc2c(CN2CCOCC2)c1O	0.0	99.9	0.0	1.0	100.2	1.2	98.7	2.0	1.0	1.0	0.0
CCOC(=O)c1cnc(SCC(=O)c2ccc(Cl)cc2)nc1N	9.0	95.5	-2.0	1.0	99.9	-0.6	98.5	5.5	-1.0	-4.0	-7.0
Cc1ccc(CN2CCN(CC(=O)O)C2=O)cc1	-1.0	98.2	2.0	2.0	99.3	1.3	98.5	2.6	-1.0	0.0	0.0
CN(C(=O)COc1cccc(Br)c1)C1CCS(=O)(=O)C1 (stereo not drawn)	0.0	104.3	-2.0	1.0	100.9	1.5	100.3	5.9	0.0	0.0	0.0
COc1ccc(N(CC(=O)Nc2ccc3c(c2)OCO3)S(=O)(=O)c2ccc(C)cc2)cc1OC	-3.0	104.3	-1.0	-2.0	102.7	1.2	102.5	3.7	0.0	2.0	0.0
CCCn1c(SCC(=O)Nc2cccc(C)n2)nc2c1c(=O)n(C)c(=O)n2C	2.0	100.4	-3.0	0.0	97.1	1.8	97.5	1.7	0.0	0.0	-1.0
COC(=O)CC(c1ccc(OC)c(OC)c1)c1ccc(OC)c(OC)c1	1.0	97.2	-1.0	2.0	97.2	1.4	?	10.1	0.0	-4.0	-1.0
CCOC(=O)c1[nH]c2ccc(OC)cc2c1NC(=O)CN1CCC2(CC1)OCCO2	-1.0	96.0	1.0	-3.0	95.9	0.3	95.9	0.5	-1.0	-5.0	-3.0
Cn1c(O)c(N=Nc2ccc(F)cc2)c2ccccc21	-9.0	104.8	-3.0	-6.0	102.1	0.1	102.2	1.5	-9.0	-4.0	-1.0
OCC1(CCc2ccccc2)CCN(Cc2c(F)ccc(F)c2F)CC1	-7.0	103.7	-4.0	-2.0	98.7	0.4	100.2	1.1	-2.0	0.0	-2.0
O=C(NCCN1CCc2ccccc2C1)C1CCN(S(=O)(=O)N2CCC3(CC2)OCCO3)CC1	-3.0	97.3	-2.0	-3.0	89.8	0.3	94.2	1.6	0.0	-3.0	0.0
C/C(NC(=O)c1cccs1)=C1\C(=O)C[C@@H]2[C@H]1C2(C)C	-9.0	97.3	0.0	-7.0	94.7	-1.8	98.5	-1.0	-5.0	0.0	3.0
C/C(CC(=O)Nc1ccccc1F)=N\NC(=O)Cc1ccc(Cl)cc1	-5.0	96.7	-4.0	-1.0	89.9	-0.1	97.5	-0.5	-4.0	-1.0	-5.0
Cc1cc(C)n(-c2ccc(C(=O)OCC(=O)NCc3ccco3)cc2)n1	-5.0	97.9	-4.0	-11.0	99.9	-0.4	99.0	7.1	-3.0	-5.0	-6.0
CCOc1ccccc1CNC(=O)C1CCN(c2nc3ccccc3o2)CC1	-22.0	101.1	-8.0	-10.0	103.3	2.0	101.3	15.3	-12.0	-5.0	-3.0
Cc1ccc(CNC(=O)CCc2c(C)nc3ncnn3c2C)cc1	-1.0	101.0	-2.0	-2.0	104.1	0.7	100.9	2.9	2.0	-2.0	1.0
CCOc1nc(NC(=O)NS(=O)(=O)c2cccc(Cl)c2)nc(-c2ccccc2)n1	0.0	104.1	-4.0	1.0	105.9	0.6	106.2	5.7	-4.0	-2.0	-2.0
Nc1c(C(=O)Nc2ccccc2F)sc2nc(Cc3ccccc3)cc(C(F)(F)F)c12	-12.0	96.3	-7.0	-9.0	65.0	0.5	82.6	1.2	-13.0	-2.0	-1.0
Cn1c(=O)c2c(ncn2CC(=O)Nc2cccc(S(=O)(=O)Nc3ccccc3F)c2)n(C)c1=O	9.0	88.7	-7.0	-2.0	90.4	0.2	91.9	-3.8	-33.0	-4.0	-3.0
CCOc1ccc(C(=O)N(Cc2ccc(OC)cc2)Cc2cc3cc(OC)ccc3[nH]c2=O)cc1	-4.0	98.1	-7.0	-6.0	96.5	1.3	94.2	3.3	0.0	0.0	0.0
CCOc1ccc(C(=O)NCC(=O)OCc2cc([N+](=O)[O-])cc3c2OCOC3)cc1OCC	-8.0	107.5	0.0	-7.0	101.8	1.0	103.1	0.8	-4.0	-1.0	0.0
CCNC(=S)NNC(=O)c1cc(-c2cccc(OCC)c2)nc2ccccc12	-2.0	97.6	-5.0	-14.0	97.2	-0.2	90.0	0.5	-40.0	-9.0	-1.0
CC(=O)NC(CCS(C)(=O)=O)C(=O)Nc1cc(Cl)ccc1Cl (stereo not drawn)	-10.0	104.2	-2.0	-6.0	99.4	0.5	97.8	1.9	-4.0	0.0	0.0
O=Nc1c2nc3ccccc3n(O)c-2c2ccccc12	-4.0	99.2	0.0	-2.0	99.1	0.6	96.7	5.2	-4.0	-1.0	-2.0
CCSc1nnc(-c2cnn(-c3ccccc3)c2-n2cccc2)n1C	-1.0	89.0	0.0	0.0	77.8	-0.1	99.3	0.8	-1.0	0.0	-1.0
Cc1cc(C)c2c(c1)/C(=N/NS(=O)(=O)c1ccc(Br)cc1)CCC2	-9.0	100.5	-1.0	-10.0	106.5	-0.1	101.4	1.2	-8.0	0.0	3.0
O=C(CN1C(=O)/C(=C/c2ccccc2F)Oc2ccccc21)N1CCN(c2ccccn2)CC1	0.0	77.6	-1.0	1.0	93.9	0.5	91.7	1.9	-3.0	1.0	0.0
O=C(Nc1ccc(F)cc1)Nc1cc(S(=O)(=O)N2CCOCC2)ccc1N1CCCC1	0.0	94.9	0.0	1.0	90.7	0.2	93.1	0.1	-2.0	-1.0	0.0
O=C(CCCCCN1C(=O)CCC1=O)Nc1ccc2c(c1)OCCO2	-12.0	98.5	-3.0	-8.0	101.1	0.2	102.3	2.3	-8.0	-3.0	-2.0
O=C(NCc1ccco1)c1ccc(-c2cccc(Cl)c2)o1	1.0	89.0	-4.0	-5.0	96.8	0.0	95.1	0.6	-5.0	-5.0	-2.0
S=c1nc(-c2ccc(Br)cc2)oc2c1CCCC2	-9.0	102.3	-10.0	-9.0	99.9	-1.9	99.8	-13.6	-7.0	-9.0	-4.0
O=C(CN1CCN(c2ccccc2)CC1)Nc1ccc2c(c1)OCCO2	-7.0	99.2	-2.0	-2.0	98.0	0.4	?	0.8	1.0	-3.0	0.0
CCn1c(SCC(=O)c2ccc(O)c(O)c2)nnc1-c1ccc(C)cc1	0.0	99.7	0.0	1.0	98.9	-0.1	94.5	0.5	0.0	0.0	-1.0
COc1cccc(C2=NOC(C(=O)NCc3ccco3)C2)c1 (stereo not drawn)	0.0	104.0	-1.0	1.0	102.7	0.4	103.3	2.7	0.0	0.0	-2.0
C=CCn1c(SCn2nnc3ccccc3c2=O)nnc1-c1ccc(Br)cc1	1.0	99.1	1.0	0.0	99.0	0.4	101.1	0.4	1.0	1.0	2.0
C=CCNC(=O)c1ccc([N+](=O)[O-])c(Cl)c1	-5.0	98.8	-1.0	-5.0	98.1	0.6	?	16.6	0.0	0.0	0.0
CC1(C)Cc2nc3sc4c(N(CCO)CCO)nnnc4c3cc2CO1	-4.0	103.7	0.0	-1.0	101.4	-0.3	96.4	7.9	1.0	0.0	0.0
O=C(CNC(=O)c1ccc2ccccc2c1)OCC(=O)N1CCN(S(=O)(=O)c2ccc3ccccc3c2)CC1	1.0	91.3	-1.0	0.0	85.7	0.1	100.4	-1.5	-4.0	-1.0	0.0
Cn1c(N2CCN(C(=O)Nc3ccc(C(F)(F)F)cc3)CC2)nc2ccccc21	-13.0	96.4	-11.0	-5.0	99.2	0.7	97.7	3.4	-10.0	-2.0	3.0
O=C(NC1CCN(C(=S)NCc2ccco2)CC1)c1ccc(F)cc1	-6.0	101.3	-7.0	-9.0	104.6	0.2	103.0	3.6	-9.0	-1.0	-2.0
COC(=O)c1c(S(C)(=O)=O)nc(-c2ccccc2)[nH]c1=O	1.0	97.0	-1.0	2.0	97.3	0.6	97.7	3.8	-6.0	0.0	-3.0
Cc1ccccc1OCC(O)Cn1c(N2CCN(c3ccccc3)CC2)nc2c1c(=O)[nH]c(=O)n2C (stereo not drawn)	-1.0	102.4	-4.0	0.0	100.0	1.1	102.0	5.9	-7.0	-1.0	-3.0
CCOC(=O)N1CCN(C(=O)c2cn(CC)c3ccc(S(=O)(=O)N4CCCC4)cc3c2=O)CC1	0.0	99.0	-4.0	-2.0	98.2	1.2	98.3	9.0	0.0	-3.0	-2.0
N=c1n(CCN2CCCCC2)c2ccccc2n1CC(O)COc1ccccc1 (stereo not drawn)	-3.0	99.8	-4.0	-2.0	98.0	0.4	103.1	1.0	-2.0	3.0	0.0
CC(C)CNC(=S)NNC(=O)c1csc2ccccc12	6.0	100.3	3.0	-4.0	99.8	0.2	102.0	2.2	-17.0	0.0	5.0
CC(C)Cn1c(N)cc(=O)n(C)c1=O	-2.0	101.7	0.0	-1.0	96.4	2.8	?	11.2	0.0	1.0	-1.0
CCOC(=O)N1CCC(=NNC(=O)COc2cccc(C)c2)CC1	-5.0	100.7	-8.0	-4.0	100.8	-0.1	100.9	-2.8	-8.0	-4.0	-4.0
CCOC(=O)N1CCN(C(=O)C2CCC(CNS(=O)(=O)c3ccc(Cl)cc3)CC2)CC1 (stereo not drawn)	-12.0	97.9	-11.0	-8.0	102.0	1.2	99.0	1.3	-6.0	-2.0	0.0
CCOC(=O)C1C(=O)C=C(c2ccc(OC)cc2)CC1c1ccco1 (stereo not drawn)	-14.0	99.9	-5.0	-8.0	95.7	2.7	95.0	50.4	-8.0	-3.0	0.0

Molecules listed so far containing a CF3 group, in the order listed:
SMILES	Bim-Bfl-1	RGS8-Gao	Bcl-XL Bim block	Bim-Bcl-2	RGS4-Gao reg	ABCB1 inh	RGS7-Gao	ABCG2 block	Bim-Bcl-B	Bim-Mcl-1	Bcl-W Bim block
Nc1c(C(=O)Nc2ccccc2F)sc2nc(Cc3ccccc3)cc(C(F)(F)F)c12	-12.0	96.3	-7.0	-9.0	65.0	0.5	82.6	1.2	-13.0	-2.0	-1.0
Cn1c(N2CCN(C(=O)Nc3ccc(C(F)(F)F)cc3)CC2)nc2ccccc21	-13.0	96.4	-11.0	-5.0	99.2	0.7	97.7	3.4	-10.0	-2.0	3.0

Assay outcomes deposited in PubChem by NMMLSC.
